From PubChem BioAssay
aSyn 5UTR inh = 5' untranslated region of α-synuclein, MLPCN primary screen. alpha-synuclein 5'UTR reporter, inhibitor activity. inhibition, % (tested at 7.5 µM). 300,000 tested, 0.82% active; in the data active = inhibition above about 60%;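 note: H4 neuroglioblastoma cells stably carrying SNCA 5'UTR luciferase fusion; 0% = DMSO wells and 100% = positive control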
HSP90 inh = inhibitors of HSP90 luciferase refolding in rabbit reticulocyte lysate; luciferase refolding luminescence, 3 h; inhibition, % at 5.6 µM; 290,000 tested, 0.91% active; AID 1789;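 active = inhibition above the screen-wide mean plus 3 SD, computed separately per campaign, cut at about 16% in these data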;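 note: 0% = DMSO wells and 100% = 60 µM geldanamycin wells; inhibitors lower the luminescence because luciferase stays unfolded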
IEC-6 tox = counter-screen for KLF5 inhibitors: cytotoxicity in IEC-6 cells. IEC-6 cytotoxicity, luminescence viability. inhibition, % at 5 µM. 290,000 tested, 0.78% active. AID 1825; in the data active = inhibition above about 22%;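 note: 0% = plate median of test compound wells and 100% = cytotoxic reference compound wells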
HSF1 inh = HSF1 inhibition. 300,000 tested, 0.77% active. NIH3T3-HGL HSE-luciferase, MG132-induced, luminescence 8 h; hits give low values. activity change, negative = inhibition, % at 7.5 µM (by protocol). AID 2098;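 active = more than half of replicate wells show activity change below -50%, luminescence cut by over half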;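 note: luciferase reports HSF-1 transcriptional activity via heat shock element; 0% = median of DMSO wells and -100% = zero luminescence signal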
KLF5 inhibitor = kruppel-like factor 5 inhibition; AID 1700; 290,000 tested, 0.23% active; DLD-1 KLF5 promoter-luciferase reporter, luminescence; inhibition, % at 5 µM;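 active = inhibition above a per-plate limit of that plate's mean compound inhibition plus 3 SD, cut at about 60% in these data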;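 note: 0% = DMSO wells and 100% = LY294002 at 200 µM; higher means less KLF5 promoter-driven luciferase light; inactives centre near -14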
GSK3A inh = human GSK-3 alpha kinase inhibition. P49840. ADP-Glo luminescence, 60 min. inhibition, % at 10 µM. 320,000 tested, 0.1% active. AID 2650;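 in the data active = inhibition above about 50%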;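 note: GST-tagged GSK-3 alpha with peptide substrate and 25 µM ATP; 0% = DMSO neutral wells and 100% = GW8510 positive control wells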
Target sequence (P49840 whole entry, looked up): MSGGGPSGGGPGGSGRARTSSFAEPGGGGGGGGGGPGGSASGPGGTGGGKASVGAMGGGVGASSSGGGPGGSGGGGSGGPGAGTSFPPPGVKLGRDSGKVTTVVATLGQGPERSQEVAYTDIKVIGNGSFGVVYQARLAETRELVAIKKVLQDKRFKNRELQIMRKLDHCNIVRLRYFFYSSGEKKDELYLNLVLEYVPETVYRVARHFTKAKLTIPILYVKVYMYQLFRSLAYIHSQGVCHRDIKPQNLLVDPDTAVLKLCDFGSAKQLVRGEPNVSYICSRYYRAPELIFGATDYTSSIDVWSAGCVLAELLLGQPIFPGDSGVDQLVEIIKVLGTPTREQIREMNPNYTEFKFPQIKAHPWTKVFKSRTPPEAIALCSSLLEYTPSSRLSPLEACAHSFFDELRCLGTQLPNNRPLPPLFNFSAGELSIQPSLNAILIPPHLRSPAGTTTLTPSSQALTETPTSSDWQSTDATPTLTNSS
DYRK1A inh = Dyrk1A (rat) kinase inhibition; 310,000 tested, 0.43% active; Q63470; AID 504441; inhibition, % at 12.5 µM; ADP-Glo luminescence, NFATc1 peptide; in the data active = inhibition above about 50%;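 note: plate controls were vehicle with enzyme for no effect and no enzyme for full effect; many of its hits are not listed in these tables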
GSK3B inh = blocks human GSK3beta kinase activity; GST-GSK3beta kinase, ADP-Glo luminescence, 60 min; hits give low values; activity score (negative = inhibition), % at 10 µM; 300,000 tested, 0.038% active; AID 2097;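 active = more than half of replicate wells score below -50%, meaning over 50% inhibition versus plate controls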;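 note: 0% = median DMSO wells and -100% = median GW8510 positive control wells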
Target sequence (P49841 whole entry, looked up): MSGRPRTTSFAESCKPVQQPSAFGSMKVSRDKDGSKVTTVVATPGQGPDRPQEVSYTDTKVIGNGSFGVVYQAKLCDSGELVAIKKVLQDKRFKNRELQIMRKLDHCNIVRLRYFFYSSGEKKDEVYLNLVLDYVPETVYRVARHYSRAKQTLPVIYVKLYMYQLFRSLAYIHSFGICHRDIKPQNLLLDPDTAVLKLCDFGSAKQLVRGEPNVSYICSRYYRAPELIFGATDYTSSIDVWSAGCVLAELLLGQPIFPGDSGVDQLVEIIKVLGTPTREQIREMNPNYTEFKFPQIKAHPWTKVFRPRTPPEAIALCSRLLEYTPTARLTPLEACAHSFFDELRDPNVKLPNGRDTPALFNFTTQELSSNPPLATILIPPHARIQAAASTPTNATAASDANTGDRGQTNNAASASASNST
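Assay system: GST-tagged human GSK3beta kinase, cell-free; Input: 1.6 ng GSK3beta; Medium: Tris/MgCl2 kinase buffer; Timing: 60 min enzyme reaction, room temperature; Signal: ADP-Glo luminescence quantifying ADP generated by kinase; Evaluation: score relative to plate controls; Benchmarks: DMSO neutral wells and GW8510 at 20 µM as positive.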
HSF-1 act = increases HSF-1 driven luciferase reporter signal. NIH3T3-HGL HSF-1 luciferase reporter, MG132, 8 h; 100% = twice DMSO control signal. activation, % at 9 µM. 300,000 tested, 1.7% active. AID 504408;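 active = mean replicate activation of at least 50% with a set share of replicates each reaching 50%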;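 note: 0% = median of the neutral control wells and 100% = twice that signal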
Platelet DG rel = platelet dense granule release activity; human platelet-rich plasma, SFLLRN dense granule ATP release, luminescence; inhibition, %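 (compounds screened at 7.5 µM in platelet-rich plasma)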; 300,000 tested, 0.22% active;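 active = mean replicate score, as percent of positive control, at or above 50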
The depositor's hits bear a star; x = no result given; & = joins results of further samples. Some of the compounds tested; rates above refer to the full screens.

SMILES	aSyn 5UTR inh	HSP90 inh	IEC-6 tox	HSF1 inh	KLF5 inhibitor	GSK3A inh	DYRK1A inh	GSK3B inh	HSF-1 act	Platelet DG rel
Cc1cc(C)cc(C(=O)Nc2nnc(SCC(=O)N3CCCc4ccccc43)s2)c1	0.0	-4.1	-1.5	-27.0	-21.4	3.7	-4.0	0.5	-36.6	0.0
Cc1cc(C)cc(NS(=O)(=O)c2ccc(NC(=O)C3CCCCC3C(=O)O)cc2)c1 (stereo unspecified)	-40.5	3.6	4.0	5.6	-22.9	-4.2	-4.3	2.2	-6.9	3.9
Oc1c(C(c2cccs2)N2CCN(c3cccc(Cl)c3)CC2)sc2ncnn12 (stereo unspecified)	8.8	-4.3	0.0	3.2	-38.3	0.5	7.1	2.7	22.5	-0.4
Cc1ccccc1NC(=S)N(C)Cc1cccs1	-5.9	2.4	-3.9	13.1	-45.5	0.6	-14.3	2.4	18.8	-5.6
C#CCOCCOCCOCCNc1nc(N2CCN(C(=O)[C@H](CCC(=O)O)n3cc(C(N)Cc4ccc(O)cc4)nn3)CC2)nc(N2CCN(C(=O)[C@H](CCC(=O)O)n3cc(C(N)CC(C)C)nn3)CC2)n1 (stereo partly specified)	0.1	-0.9	1.4	-1.8	5.3	-2.1	x	19.8	0.0	1.5
CC1CC(Nc2ccccc2)c2ccccc2N1C(=O)c1ccccc1F (stereo unspecified)	-37.6	-1.2	4.3	1.9	25.5	2.0	23.8	4.4	27.9	-3.6
COc1cc(OC)cc(N2C(=O)CC(N3CCC(C(=O)N4CCCCC4)CC3)C2=O)c1 (stereo unspecified)	-41.2	-2.4	2.6	-2.8	-5.8	-2.6	-4.0	2.8	6.1	-9.4
CC1CCCCN1c1nnc(N)s1 (stereo unspecified)	7.1	2.2	-5.1	15.1	-18.2	2.3	-2.1	4.7	49.9	1.0
O=C(Nc1ccc2snnc2c1)N1CCSCC1	9.5	0.3	4.9	1.4	-17.3	3.0	4.5	-0.1	6.6	-1.4
CCn1c(CNc2ccc(OC)cc2)nnc1SCC(=O)Nc1ccc(F)cc1	-8.8	-3.6	-1.6	-11.9	-21.6	-0.3	-0.8	-4.7	-11.8	-1.0
CCC(C)Sc1nnc(NC(=O)C2CCN(C(=O)c3ccco3)CC2)s1 (stereo unspecified)	-1.5	0.8	6.9	0.0	-6.5	-0.4	7.7	4.3	-3.3	6.9
CCN(CC)C(=O)c1cn(-c2ccccc2)nc1-c1ccc2c(c1)OCCO2	-14.4	4.5	1.7	1.8	5.0	-7.6	2.5	0.1	-15.3	2.3
CCOC(=O)C1CCCN(Cc2cn[nH]c2-c2ccc(F)cc2F)C1 (stereo unspecified)	11.1	2.5	0.9	4.9	3.1	-3.0	-3.0	-3.9	6.2	5.0
CCOC(=O)C1=C(C)NC(C)=C(C(=O)OCC)C1c1ccccn1	20.9	4.5	-1.8	2.1	-10.7	0.1	3.5	3.5	-5.4	0.2
Cc1ccc(NC(=O)NCc2ccc3c(c2)OCO3)cc1	-53.2	-0.1	-5.6	1.1	-38.5	x	-0.1	1.6	36.2	1.6
C/C(N)=C(/C#N)C(=O)CSc1nnc(Nc2c(C)cccc2C)s1	2.5	3.7	-7.4	9.2	-28.2	-0.8	2.5&-7.0	-6.0	-4.7	-4.8
CC(=O)N(Cc1ccccc1)Cc1nc2sc(C)c(C)c2c(=O)[nH]1	2.2	1.4	-2.7	15.5	-45.1	-0.9	-2.2	-3.0	9.9	-1.5
CC(C)(C)n1nc2c(c1NC(=O)Cc1ccc(F)cc1)CSC2	-44.3	-4.3	2.7	3.4	-29.0	-0.8	0.1	-0.3	0.3	10.3
Cc1ccc(NC(=O)C2CC2c2ccccc2)c([N+](=O)[O-])c1 (stereo unspecified)	-88.0	-1.8	-4.5	4.7	-44.6	-3.2	-1.7	-8.7	35.4	-0.1
CC(C)N(C(=O)c1ccc2nc(-c3ccccc3)c(-c3ccccc3)nc2c1)C(C)C	10.9	1.0	2.3	11.6	-17.7	-1.7	-1.2	-2.1	-2.9	-2.7
O=C1/C(=N\S(=O)(=O)c2cccs2)C([n+]2cccc(Cc3ccccc3)c2)=C([O-])c2ccccc21	84.7*	5.4	1.8	87.6	-17.3	5.4	-9.2	1.9	139.1*	-2.7
COc1ccccc1/C=C1\CCC(C2CCCC2)C1=O (stereo unspecified)	-51.8	-1.1	-3.9	8.9	-45.8	-0.8	-0.4	4.5	34.7	3.9
CCC[N+]1(CC#CCC(c2ccccc2)c2ccccc2)CCCCC1	2.9	0.9	14.9	-2.6	23.3	1.1	-2.8	1.0	-12.1	-7.5
COc1ccc2[nH]c(=O)c(CN(C(=O)C3CCCO3)c3ccc(C)cc3)cc2c1 (stereo unspecified)	2.4	-2.6	8.3	0.9	-6.2	-2.1	-1.6	0.2	-1.5	-10.4
CSCCC(NC(=O)c1ccc(Cl)cc1Cl)C(=O)NNC(=O)c1csc(N2CCOCC2)n1 (stereo unspecified)	9.1	-2.7	-5.8	1.7	-24.4	1.9	3.3	0.6	0.8	-10.2
N#Cc1ccc(C(=O)CSc2n[nH]c(=O)n2Cc2ccco2)cc1	6.5	-3.1	0.4	6.0	-3.5	0.0	x	-3.5	-1.5	-2.9
CCn1c(CC(=O)Nc2ccccc2OC)nnc1SCC(=O)Nc1ccccc1F	21.2	0.1	-1.8	-1.9	-17.1	-5.4	x	1.1	-13.9	2.2
CCc1nc(NCCO)c(C#N)c2c1CSC(C)(C)C2	24.5	8.2	3.6	1.6	5.5	2.2	-0.2	2.1	-14.8	-3.8
COc1ccc(N2CC(C(=O)NCCS(=O)(=O)N3CCN(c4ccccc4)CC3)CC2=O)cc1 (stereo unspecified)	31.3	-2.9	1.5	-2.6	7.7	0.2	-6.7	0.8	-11.0	17.6
Cn1c(-c2cccs2)[n+](C)c2ccccc21	13.7	1.7	6.8	8.8	11.9	-2.2	-1.3	-5.6	4.4	-7.9
COc1ccccc1C(OC(=O)c1cccs1)C(=O)NCC1CCCO1 (stereo unspecified)	18.9	1.1	-3.0	1.7	-17.0	5.9	-4.5	-0.5	8.7	20.7
Cc1ccccc1NC(=O)C1CC(=O)n2ncnc2N1 (stereo unspecified)	-9.7	-2.9	-0.5	1.2	-13.9	0.6	3.0	-1.0	12.1	-10.2
Cc1onc(-c2ccccc2Cl)c1C(=O)NNC(=O)c1cccc(F)c1	17.1	-1.6	-1.1	-5.7	-11.1	-2.0	-2.5	-20.1	-8.0	8.1
Cc1ccc(OCc2nc(C#N)c(NCCCn3ccnc3)o2)cc1	1.7	-2.1	3.5	6.7	-13.8	-1.1	-12.0	-0.5	-20.1	-7.9
O=C(COc1ccc2c3c(c(=O)oc2c1)CCC3)NC1CCCCC1	-7.8	2.3	0.4	-5.5	8.5	1.1	-3.4	1.9	19.8	-2.1
CCC(C)NC(=O)c1cn(-c2cccc(C)n2)cn1 (stereo unspecified)	-110.5	-1.2	-3.7	3.1	-24.8	-0.4	-6.1	4.5	20.6	1.7

Full records, quoted from the list. Order of values: aSyn 5UTR inh, HSP90 inh, IEC-6 tox, HSF1 inh, KLF5 inhibitor, GSK3A inh, DYRK1A inh, GSK3B inh, HSF-1 act, Platelet DG rel
Listed for O=C(COc1ccc2c3c(c(=O)oc2c1)CCC3)NC1CCCCC1 → -7.8, 2.3, 0.4, -5.5, 8.5, 1.1, -3.4, 1.9, 19.8, -2.1
Listed for CCn1c(CC(=O)Nc2ccccc2OC)nnc1SCC(=O)Nc1ccccc1F → 21.2, 0.1, -1.8, -1.9, -17.1, -5.4, x, 1.1, -13.9, 2.2
Listed for Cn1c(-c2cccs2)[n+](C)c2ccccc21 → 13.7, 1.7, 6.8, 8.8, 11.9, -2.2, -1.3, -5.6, 4.4, -7.9
Listed for N#Cc1ccc(C(=O)CSc2n[nH]c(=O)n2Cc2ccco2)cc1 → 6.5, -3.1, 0.4, 6.0, -3.5, 0.0, x, -3.5, -1.5, -2.9

Further results
SMILES	aSyn 5UTR inh	HSP90 inh	IEC-6 tox	HSF1 inh	KLF5 inhibitor	GSK3A inh	DYRK1A inh	GSK3B inh	HSF-1 act	Platelet DG rel
C/C(=N\NC(=O)CCc1ccc(S(=O)(=O)N2CCOCC2)cc1)c1ccc(Br)cc1	4.3	7.5	1.0	22.9	-4.2	1.2	-3.6	-0.6	60.8*	-1.2
Cn1nccc1NC(=O)Nc1ccccc1	1.0	-2.2	-1.5	3.6	-27.7	-1.2	0.7	3.1	-10.4	5.9
CC(C)CNCC(=O)N1c2ccccc2Sc2ccccc21	-10.2	1.9	-2.1	-4.6	-39.0	0.1	8.3	3.7	-1.1	-5.6
CCOc1ccccc1NC(=S)NCc1ccco1	-22.0	3.0	-0.8	19.7	-17.6	-3.0	1.6	-0.1	51.5*	-1.4
Cc1nnc(NC(=O)C2CCCN(S(=O)(=O)c3ccccc3C(F)(F)F)C2)s1 (stereo unspecified)	-3.8	1.6	0.4	5.8	-14.2	0.8	4.7	0.5	5.1	-2.7
N#C/C(=N\Nc1ccccc1F)c1nc(-c2ccccc2)cs1	-7.6	2.1	-3.1	6.0	-22.4	-2.8	-1.5	1.5	34.8	-5.2
Cc1cccc(NC(=O)CN2C(=O)S/C(=C\c3ccccn3)C2=O)c1	-1.1	-4.4	-10.8	-3.0	-26.1	0.5	-6.3	-0.4	0.3	-25.7
CCOC(=O)c1sc(NC(=O)Cc2ccccc2OC)nc1C	-40.0	-5.6	0.2	10.1	-39.1	-1.7	2.6	0.7	9.2	-0.7
O=[N+]([O-])c1ccc(N2CCN(c3ccc(F)cc3)CC2)cc1	-44.1	-4.3	-1.2	-3.3	-24.6	-0.1	3.8	0.0	-0.3	-3.9
Cn1c(/C(C#N)=C(\O)c2cccc(F)c2)nc2ccccc21	-49.3	-4.5	4.4	1.7	-24.6	3.3	8.9	-2.3	6.4	5.1
COc1ccc(/C=C2\C(=N)N3N=C(CC(=O)N4CCOCC4)SC3=NC2=O)cc1	-8.1	2.4	0.5	1.9	-8.2	-4.0	0.9	-0.3	7.5	3.1
Cc1cccc(N2CCN(C(=O)C3CCN(c4ncnc5c4nc4n5CCCCC4)CC3)CC2)c1C	-0.9	0.3	7.5	-0.1	-21.1	-1.5	2.0	1.7	4.4	27.8
CCOc1ccc(CC(=O)N/N=C/c2cccnc2)cc1OCC	19.2	0.2	3.6	-2.9	-0.2	-1.2	-3.9	0.7	-10.5	3.8
CSc1ccccc1C(=O)C1CCCN(C(=O)CCc2cccnc2)C1 (stereo unspecified)	x	-4.0	2.0	x	-39.0	0.4	12.0	0.2	x	0.9
Oc1ccc(-c2nc3ccc4ccccc4c3c3c2CCC3)cc1O	-151.2	-1.0	0.9	24.8	-32.5	-0.4	15.0	1.5	61.0*	-1.9
Nc1cc(=O)[nH]c2nnc(SCC(=O)Nc3cccc4ccccc34)n12	18.2	-1.8	-0.5	-5.4	-15.5	-2.1	-6.0	2.6	-13.2	-18.3
COCc1nnc(NC(=O)CCCCCN2C(=O)c3ccccc3C2=O)s1	-2.3	0.2	1.4	-3.9	-2.7	-0.2	0.6	-1.3	1.6	-18.7
COc1ccc(C(=O)C2CCCN(C(=O)CCNC(C)=O)C2)cc1OC (stereo unspecified)	5.9	0.8	8.5	-1.0	-47.0	1.0	0.1	0.4	8.5	2.8
